# TIM10 inh = growth inhibitors of TIM10 yeast strain | S. cerevisiae TIM10 strain growth, BacTiter-Glo luminescence, 24 h | inhibition, % at 10 µM | hit rate 1.4% among 330,000 | AID 463195;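 active = inhibition of 40% or more at the single tested concentration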;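 note: wild-type TIM10 isogenic control strain grown at permissive 25 °C; 0% = DMSO yeast wells and 100% = minimal medium wells without yeast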
# NLRP3 yeast inh = blocks the NALP3 inflammasome reconstituted in yeast; Yeast reconstituted NLRP3/ASC/caspase-1, beta-gal luminescence, 24 h; inhibition, % at 10 µM; hit rate 0.39% among 330,000; AID 2825;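 active = inhibition of 50% or more; inactive = inhibition below 50%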;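 note: plate controls were induced DMSO wells for no effect and uninduced yeast grown without galactose for full effect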
# A3A deaminase = human APOBEC3A DNA deaminase inhibition; P31941; recombinant A3A, FAM/TAMRA ssDNA deamination fluorescence; inhibition, % at 20 µM; hit rate 0.41% among 330,000;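 active = at least 40% inhibition at 20 µM here, with at most 30% in a related deaminase screen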;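 note: plate controls were A3A with DMSO for no effect and wells lacking A3A enzyme for full effect; some results filed as inactive read as strong as hits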
# Target sequence (P31941 whole entry, looked up): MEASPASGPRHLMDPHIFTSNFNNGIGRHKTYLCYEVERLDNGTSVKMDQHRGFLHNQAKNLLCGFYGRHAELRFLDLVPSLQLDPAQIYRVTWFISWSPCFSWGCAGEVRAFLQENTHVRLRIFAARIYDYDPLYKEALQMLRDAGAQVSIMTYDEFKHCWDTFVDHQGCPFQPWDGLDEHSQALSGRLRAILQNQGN
# mIAP block = blocks mouse intestinal alkaline phosphatase; purified mouse IAP, CDP-Star luminescence, 30 min; hit rate 0.2% among 330,000; inhibition, % at 10 µM;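 active = inhibition of at least 40% at 10 µM in the primary screen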;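 note: plate controls were DMSO with enzyme for no effect and no enzyme wells for full effect; values of inactives mirror those of a sister screen read the other way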
# beta cell repl = MIN6 beta-cell proliferation induction; proliferation, % at 10 µM; MIN6 cells proliferation, ATPlite luminescence, 48 h; cells starved in 0.2% serum; 100% = growth in 10% serum; hit rate 0.29% among 330,000; AID 2380;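 active = compounds whose signal lies at least 3.5 SD above the mean of all wells on their plate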;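 note: 0% = DMSO-treated cells in low-serum medium and 100% = 10% serum control; some compounds called inactive have numbers as strong as hits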
# APOBEC3G inh = inhibitors of human APOBEC3G DNA deaminase; recombinant A3G, ssDNA deamination FAM/TAMRA fluorescence; hit rate 0.28% among 330,000; inhibition, % at 20 µM;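 active = inhibition of at least 40% at 20 µM, with no more than 30% in the related APOBEC3A deaminase screen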;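 note: plate controls were DMSO wells with A3G for no effect and wells lacking A3G enzyme for full effect; some compounds called inactive have numbers as strong as hits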
# Target sequence (Q9HC16 whole entry, looked up): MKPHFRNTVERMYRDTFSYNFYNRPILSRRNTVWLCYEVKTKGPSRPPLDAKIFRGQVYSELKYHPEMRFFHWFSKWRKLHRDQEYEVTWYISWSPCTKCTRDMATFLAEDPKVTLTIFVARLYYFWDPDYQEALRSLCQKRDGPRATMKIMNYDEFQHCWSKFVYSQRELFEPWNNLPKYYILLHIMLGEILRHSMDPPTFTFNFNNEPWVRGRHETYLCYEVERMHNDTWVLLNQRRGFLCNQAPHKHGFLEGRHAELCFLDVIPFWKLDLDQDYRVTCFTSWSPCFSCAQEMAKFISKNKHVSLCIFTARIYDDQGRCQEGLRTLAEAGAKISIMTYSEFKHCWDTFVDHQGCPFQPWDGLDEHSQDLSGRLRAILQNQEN
# hIAP block = human IAP inhibition; P09923; purified IAP, CDP-Star luminescence, 30 min; inhibition, % at 10 µM; hit rate 0.12% among 330,000;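 active = inhibition reaching a set limit with compound at 10 µM in the primary screen, cut at about 35% in these data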;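 note: plate controls were DMSO wells with enzyme for no effect and no-enzyme buffer wells for full effect; values of inactives mirror those of a sister screen read the other way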
# tim10-1 inh = inhibits growth of tim10-1 mutant yeast | AID 463190 | hit rate 2.2% among 330,000 | S. cerevisiae tim10-1 ts strain growth, BacTiter-Glo, 24 h | inhibition, % at 20 µM;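 active = inhibition of at least 40%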;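 note: mutant grown at 25 °C; 0% = DMSO wells with yeast and 100% = wells holding no yeast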
# mIAP act = increases mouse intestinal alkaline phosphatase activity | muIAP, CDP-Star luminescence, 30 min; hits give high values; 1 = vehicle-only enzyme signal, 0 = enzyme-free wells | activation factor at 10 µM | hit rate 0.24% among 330,000 | AID 2805;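 active = activation factor of at least 2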; note: the source names both 10 and 20 µM as test concentration; values of inactives mirror those of a sister screen read the other way
#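 Assay system: mouse IAP enzyme; Reagent: CDP-Star chemiluminescent phosphatase substrate; Compound: DMSO-dissolved test compounds; Incubation: 30 min, room temperature; Technique: luminescence from enzymatic CDP-Star hydrolysis; Controls: DMSO-only wells and no-enzyme negative control.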
# Active calls of the source: *.
SMILES,TIM10 inh,NLRP3 yeast inh,A3A deaminase,mIAP block,beta cell repl,APOBEC3G inh,hIAP block,tim10-1 inh,mIAP act
Cc1ccc(-c2cnc(NC(=O)c3cccc(Br)c3)s2)c(C)c1,-9,10,-1,14,-4,-5,14,-9,0.86
O=C(CSc1nc(=O)n(CCCN2CCOCC2)c2c1CCCC2)Nc1ccccc1Cl,2,9,-1,-2,2,-6,0,-3,1
O=C1CCC(=O)N1c1ccc(NCCc2ccccc2F)c([N+](=O)[O-])c1,-1,-1,2,11,4,0,22,5,0.89
CC1(C)Oc2ccc3ccc(=O)oc3c2/C(=C/Nc2ccccc2)C1=O,18,-3,4,41*,-3,1,4,35,0.59
O=C(CCCOc1ccccc1)N1CCCCC1,-1,16,-6,8,-2,-7,21,7,0.92
COc1cc(OC)c(NC(=O)CCCNC(=O)Cn2cnc3sc(C)c(C)c3c2=O)cc1Cl,5,-3,4,3,0,-2,0,10,0.97
CCNC(=S)Nc1ccc(Cc2ccncc2)cc1,-26,15,3,0,-2,-5,-3,3,0.99
Cc1ccccc1NN1C(=O)C=CC1=O,6,11,1,4,-1,-3,3,-9,0.96
CCCCC1=CC2=CC(=O)C(C)(O)C(=O)C2=CO1 (stereo not drawn),-7,3,3,12,-4,-8,-10,-16,0.88
Cc1ccc(C)c(OCCC(=O)Nc2cccc(S(=O)(=O)N3CCCC3)c2)c1,14,10,-2,-13,0,-2,6,20,1.1
CN(C)S(=O)(=O)c1ccc(C(=O)Nc2nc(-c3cccs3)cs2)cc1,7,1,-4,12,-1,-5,11,11,0.88
CC1=Nn2c(nnc2-c2cc(C)[nH]n2)SC1,-12,10,-1,-1,-3,-3,-16,-13,1
CC(C)(C)NC(=S)NC(C)(C)C,0,16,1,-14,0,-1,-11,18,1.1
Nc1c(C(=O)O)ccc2c1C(=O)c1ccccc1C2=O,29,34,8,5,-1,1,28,29,0.95
S=C(NCCc1ccc(Cl)cc1)NC1CC1,4,15,-2,2,-1,-1,-3,0,0.98
CCc1cc(C(=O)OC)c(NC(=O)C2CC(=O)NN2Cc2ccccc2)s1 (stereo not drawn),24,3,-1,10,2,-5,-5,23,0.9
CCN(CC)C(=O)c1cccc(NC(=O)CCc2nc3sc4c(c3c(=O)[nH]2)CCCC4)c1,-4,10,-2,-9,-3,-2,-5,-4,1.1
Cc1cc(C)cc(OCc2nnc(SCC(=O)N3CCCCC3)o2)c1,-3,34,-3,8,0,-6,1,13,0.92
COc1cc2c(cc1OC)CN(C(=S)Nc1cccc(Cl)c1C)CC2,-14,11,1,-13,-4,-4,-2,3,1.1
O=C(/C=C/c1ccco1)NC(=S)Nc1nc(-c2ccc3ccccc3c2)cs1,2,4,-3,3,-4,-6,13,16,0.97
Cc1cc(Br)ccc1SCC(=O)OCC(=O)Nc1ccc2[nH]c(=O)[nH]c2c1,5,10,1,6,2,-5,-4,10,0.94
Cc1ccc2oc(-c3cccc(NC(=O)Cc4cccs4)c3)nc2c1,-6,16,0,-1,-1,-2,0,26,1
CC(Sc1nnc(Cc2ccc([N+](=O)[O-])cc2)o1)C(N)=O (stereo not drawn),-5,5,-6,-3,-2,-3,-10,-2,1
COc1ccc(CN(C)CC2CCCN(CCc3ccccc3C)C2)cc1O (stereo not drawn),-26,26,-4,-12,-5,-4,12,-28,1.1
O=C(CSc1nnc(NC(=O)c2ccccc2F)s1)NC1CCCC1,9,15,-1,-1,-3,-8,-6,2,1

# Other structures.
SMILES,TIM10 inh,NLRP3 yeast inh,A3A deaminase,mIAP block,beta cell repl,APOBEC3G inh,hIAP block,tim10-1 inh,mIAP act
COc1ccc([N+](=O)[O-])cc1NC(=O)C(C)Sc1nc(C)c(C)c(C)n1 (stereo not drawn),-7,9,3,1,5,-7,-7,16,0.99
CSCc1cccc(C(=O)OC(C)C(=O)Nc2c(C)n(C)n(-c3ccccc3)c2=O)c1 (stereo not drawn),4,6,-4,-8,7,-4,-14,7,1.1
Cc1nnc(NC(=O)CSc2nnc(Cc3ccccc3)n2Cc2ccccc2)s1,12,6,-3,-1,1,-5,-2,9,1
COC(=O)C1=C(C)N=C2SC(C#N)=C(N)N2C1c1cc(OC)c(OC)c(OC)c1 (stereo not drawn),8,0,-3,4,1,-2,-5,-3,0.96
O=C(Nc1ccccc1Cl)NC1(C(=O)N2CCC(O)CC2)CCCCC1,-14,18,2,-6,0,-2,5,-1,1.1
CCOc1ccc(C(=O)CSc2nnc(C3CC3)n2C)cc1,-13,2,1,-7,1,0,-2,2,1.1
O=C(OCc1cn(-c2ccc(Cl)c(Cl)c2)nn1)c1ccccc1Cl,-11,2,0,6,-2,0,-6,-16,0.94
CCNC(=S)N(Cc1cc2cccc(C)c2[nH]c1=O)C1CCCC1,8,5,-8,6,-1,-10,6,17,0.94
CCCn1nnc(NC(=O)c2cccc(Cl)c2)n1,-4,10,-3,-5,-5,-3,-4,12,1.1
O=C1CSC(c2cccnc2)N1Cc1ccc(Cl)c(Cl)c1 (stereo not drawn),26,1,0,5,2,-1,1,-12,0.95
COc1cc(NC(=S)NCCc2ccccc2)c(OC)cc1NC(=O)C(C)C,0,7,0,-4,0,-6,-9,16,1
CC(=O)c1ccc(OCCCC(=O)Nc2nnc(C3CC3)s2)cc1,-19,17,1,3,1,-4,2,-11,0.97
CC(C)(C)c1cc(Cl)ccc1OCCn1ccnc1,21,22,-4,27,-3,-6,-11,-8,0.73
CS(=O)(=O)Nc1ccc(Cc2ccc(NS(C)(=O)=O)cc2)cc1,-1,22,2,8,-1,2,6,6,0.92
Cc1cc(C)cc(OCC(=O)NCCc2nc3ccccc3[nH]2)c1,-22,-1,6,10,0,2,10,-5,0.9
CC(C)C(NC(=O)C(Cc1ccccc1)NC(=O)OCc1ccccc1)C(=O)O (stereo not drawn),-1,-3,-1,3,-3,-8,-23,15,0.97
CCc1cc2cc(C)cc(C)c2nc1SCC(=O)NNC(=O)c1ccco1,14,-13,-1,8,-2,-6,-73,14,0.92
CC(=O)c1sc(N/N=C\c2cccc(Br)c2)nc1C,41*,-28,-42,23,-2,-76,-1,37,0.77
O=C(Nc1ccc2c(c1)OCCO2)c1cnccn1,7,22,-2,5,-1,-1,10,2,0.95
CCCC(=O)Nc1ccc(NC(=O)c2ccccc2OC)cn1,10,14,-1,5,-2,-3,-3,12,0.95
CC(C)(C)NC(=O)NC(=O)CN1CCN(c2cccc(Cl)c2)CC1,0,-6,4,2,-5,1,-7,11,0.98
CCCC(C)NC(=O)COC(=O)c1cc(Br)c(Br)s1 (stereo not drawn),22,2,1,5,-2,-7,4,-3,0.95
O=C(COc1ncnc2ccccc12)N1CCN(S(=O)(=O)c2ccc(Cl)cc2)CC1,9,9,-1,4,-3,-2,-10,4,0.96
CC(=O)N1c2ccc(S(=O)(=O)N3CCC(C(=O)Nc4cccc(C)c4C)CC3)cc2CC1C (stereo not drawn),3,11,-4,-3,0,-6,7,23,1
O=C(CCn1c(=O)oc2ccccc21)N1CCOCC1,-23,-25,-3,-6,-1,-5,1,13,1.1

# Remaining list, next part:
SMILES,TIM10 inh,NLRP3 yeast inh,A3A deaminase,mIAP block,beta cell repl,APOBEC3G inh,hIAP block,tim10-1 inh,mIAP act
CC(NC(=O)c1ccc2ccccc2n1)c1ccc(Br)cc1 (stereo not drawn),15,16,-3,4,-1,-8,-4,-7,0.96
CSc1cc(C)n(-c2ccccc2C)c(=S)c1C(C)=O,4,0,-2,0,-1,-5,-11,-14,1
CC(C)SC1=NC(C)(C)C=C(/C=C/c2ccc(Cl)cc2Cl)N1,-17,19,-1,-8,-4,-1,-10,38,1.1
O=C(CN1C(=O)C2C3C=CC(C3)C2C1=O)NCCN1CCCc2ccccc21 (stereo not drawn),-4,8,-1,-3,-1,0,-4,10,1
CCOC(=O)C1(Cc2ccc(Cl)cc2)CCN(Cc2cn(CC)nc2C)CC1,-1,20,4,-6,-2,1,-12,-1,1.1
C/C=C(\C)C(=O)NCCN1C2=NC[C@H](C)N2C[C@@H]1Cc1ccc(OC)cc1,5,7,-1,6,-3,-2,2,1,0.94
CCCCCC1C/C(=N\O)C=C(C)C1C(=O)OC (stereo not drawn),18,22,0,-6,-1,-1,-1,11,1.1
CC(=O)Nc1ccc(S(=O)(=O)NC(C)c2ccccc2)cc1 (stereo not drawn),-1,-9,-6,-2,-1,-6,2,3,1
CC1CCCC(NC(=O)CCn2c(=S)oc3ccccc32)C1C (stereo not drawn),-4,-4,-2,-6,-3,-3,8,12,1.1
Cc1ccc2c(c1)C(=O)C(=O)N2Cc1ccc(Br)cc1,39,30,5,3,-6,-3,-7,36,0.97
O=C(NCc1ccccn1)c1cc(-c2ccc(-c3ccccc3)cc2)nc2ccccc12,9,24,-3,15,-6,-4,6,18,0.85
CC(C)(C)C(=O)Cn1c(NCCCO)nc2ccccc21,0,22,7,2,2,7,-15,7,0.98
Cc1ccc(OC(=O)c2ccc3nc(C)sc3c2)cc1,11,6,-1,0,1,0,5,25,0.99
CCN(CC)Cc1c(O)ccc2c(=O)c(Oc3ccccc3OC)c(C)oc12,1,14,0,3,-2,-5,-3,-3,0.97
O=C(CCC(=O)OCC(=O)c1ccccc1)Nc1cccc2cccnc12,-3,12,5,-7,0,-4,-11,-6,1.1
COc1ccccc1C(=O)NC(CCSC)C(=O)Nc1ccc(C)c(S(=O)(=O)N2CCOCC2)c1 (stereo not drawn),-6,5,-5,-3,-2,-8,0,0,1
O=C(N/N=C/c1cc([N+](=O)[O-])ccc1N1CCCCCC1)c1ccccn1,7,23,0,10,4,-4,4,28,0.9
CC(=O)Nc1nc(C)c(CCCOc2ccc([N+](=O)[O-])cc2)c(=O)[nH]1,7,13,-3,8,4,-10,-10,-12,0.92
CCOC(=O)CNC(=O)COc1coc(CN2CCN(c3ccc(F)cc3)CC2)cc1=O,9,-9,-3,5,2,-8,3,26,0.95
COc1cc(NC(=O)CN2C(=O)NC(C)(c3ccc(OC(F)F)cc3)C2=O)cc(OC)c1OC (stereo not drawn),14,11,13,-7,1,-10,-5,-24,1.1
Cc1[nH]nc2c1C(c1cccs1)C(C#N)=C(N)O2 (stereo not drawn),10,4,-2,0,0,-7,1,5,1
COC(=O)CCn1nnc(-c2ccc(C)cc2)n1,2,23,-1,-1,-1,-6,-12,9,1
O=C(COC(=O)CCS(=O)(=O)c1ccccc1)Nc1ccc(N2CCCCC2)cc1,4,17,11,-3,0,-6,4,12,1
Cc1ccc(N(CCC(=O)N2CCOCC2)S(=O)(=O)c2ccccc2)cc1,-2,10,-1,-9,-1,-4,9,1,1.1
Cc1nc2c3cnn(-c4ccccc4)c3ncn2n1,9,12,-1,-1,2,0,73*,16,1
Cc1nn(CC(=O)Nc2ccccn2)c(C)c1Br,-5,-6,1,14,-1,-4,5,8,0.86

# By substructure: the entries above with a tert-butyl group
SMILES,TIM10 inh,NLRP3 yeast inh,A3A deaminase,mIAP block,beta cell repl,APOBEC3G inh,hIAP block,tim10-1 inh,mIAP act
CC(C)(C)NC(=S)NC(C)(C)C,0,16,1,-14,0,-1,-11,18,1.1
CC(C)(C)c1cc(Cl)ccc1OCCn1ccnc1,21,22,-4,27,-3,-6,-11,-8,0.73
CC(C)(C)NC(=O)NC(=O)CN1CCN(c2cccc(Cl)c2)CC1,0,-6,4,2,-5,1,-7,11,0.98
CC(C)(C)C(=O)Cn1c(NCCCO)nc2ccccc21,0,22,7,2,2,7,-15,7,0.98

# Screening data deposited in PubChem by Sanford-Burnham Center for Chemical Genomics.
